# USP2a inh: qHTS Assay for Inhibitors of Ubiquitin-specific Protease USP2a Using CHOP2 as the Reporter. Potency, µM (doses to about 38.3 µM), for inactives: top-dose activity change, negative = inhibition, most hits filed as inhibitors. Ubiquitin carboxyl-terminal hydrolase 2 (Homo sapiens), O75604. USP2 core, Ub-CHOP2 coupled fluorogenic reporter, 485/531. hit rate 0.01% among 330,000;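 note: potency is the fitted concentration of half-maximal effect; plate controls were DMSO wells for no effect and full inhibition by NEM control for full effect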
# Target sequence (O75604 whole entry, looked up): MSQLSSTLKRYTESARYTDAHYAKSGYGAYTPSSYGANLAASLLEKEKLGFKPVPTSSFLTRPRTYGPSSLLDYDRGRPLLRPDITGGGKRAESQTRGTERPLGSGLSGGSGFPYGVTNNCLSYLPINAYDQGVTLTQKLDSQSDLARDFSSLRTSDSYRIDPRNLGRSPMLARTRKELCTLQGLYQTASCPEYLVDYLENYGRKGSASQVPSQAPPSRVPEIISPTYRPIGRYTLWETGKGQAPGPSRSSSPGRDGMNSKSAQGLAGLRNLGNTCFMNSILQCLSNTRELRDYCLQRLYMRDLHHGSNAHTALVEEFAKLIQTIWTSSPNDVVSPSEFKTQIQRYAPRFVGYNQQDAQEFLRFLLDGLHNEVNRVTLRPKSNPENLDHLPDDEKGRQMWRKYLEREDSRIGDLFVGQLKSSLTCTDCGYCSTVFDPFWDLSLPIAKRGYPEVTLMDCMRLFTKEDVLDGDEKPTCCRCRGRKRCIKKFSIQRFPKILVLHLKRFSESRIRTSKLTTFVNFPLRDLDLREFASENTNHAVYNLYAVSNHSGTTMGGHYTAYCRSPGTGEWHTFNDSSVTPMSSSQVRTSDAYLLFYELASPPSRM
#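 USP2 core (10nM final) preincubated 30min RT with compound in 20mM Tris-HCl pH 8.0, 2mM CaCl2, 2mM beta-mercaptoethanol, 0.05% CHAPS; 25nM Ub-CHOP2 plus 25nM reporter substrate added, fluorescence (Ex485/Em531) read after 60min.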
# PKM2 activator: qHTS Assay for Activators of Human Muscle isoform 2 Pyruvate Kinase | Potency, µM (doses to about 57.5 µM), for inactives: top-dose activation, actives largely listed as activators | purified PKM2, Kinase-Glo ATP luminescence, activation; response scale: 0% is enzyme alone, no compound | Pyruvate kinase PKM (Homo sapiens), P14618 | hit rate 0.34% among 260,000; note: potency is the fitted concentration of half-maximal effect; nearly all actives have a fitted effect of over 55% in size
#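 Kinase-Glo luminescence reports ATP generated from ADP (0.1 mM) and PEP (0.5 mM) by purified hPK-M2 after 1 h at room temperature, pH 7.2 imidazole buffer; intermediate enzyme activity allows detecting inhibitors and activators.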
# Giardia killer: Small Molecules that selectively kill Giardia lamblia: qHTS; Giardia lamblia trophozoite viability; activity change, % at 7.66 µM, hits read low; hit rate 0.15% among 340,000; in the data active = activity change below about -80%; inconclusive = between about -30% and that limit;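 note: parasites exposed to compound for two days anaerobically before the ATP read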
#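 Trophozoite viability was measured as ATP-dependent luminescence, read 15-30 min after reagent addition. Before that, parasites at 100 cells/well were exposed to compounds for 48 h, anaerobically, at 37 deg C.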
# BCR signal inh: qHTS Assay to Find Inhibitors of Chronic Active B-Cell Receptor Signaling | hit rate 0.05% among 340,000 | ABC-DLBCL IkBa-CBG/CBR reporter, luminescence ratio, 4 h | Potency, µM (doses to about 46.1 µM), for the others: top-dose ratio change, negative = lower green/red ratio, most hits filed as inhibitors; active = well fitted inhibition curve with a large enough effect in the signal ratio, with a control signal flat, not every such curve was filed as active; inconclusive = small, poorly fitted or top-dose-only effect, or effect the other way, or a change in a side signal; the % refers to the signal ratio;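 note: potency is the fitted concentration of half-maximal effect; plate controls were basal doxycycline-induced cells for no effect and cells given 10 µM MG132 for full effect; MG132 reads +100%, hits lower the ratio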
#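 Cell line TMD8 (human ABC DLBCL), stably expressing tet-inducible CBG68-IkBa fusion and CBR; IMDM/0.5% FBS; cpd up to 46 uM; dox induction, 4 h, 37C/5% CO2; dual luminescence; green/red ratio; MG132 control.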
# uPA surface inh: qHTS for Inhibitors of Cell Surface uPA Generation | AID 540303, 2011 | cell surface uPA generation assay, qHTS | Potency, µM (top dose mostly 38.3 µM), for the others: top-dose activity change, negative = inhibition, actives largely listed as inhibitors | hit rate 0.31% among 330,000; active = well fitted inhibition curve with a large enough effect; inconclusive = small, poorly fitted or top-dose-only effect; inactive = no such curve, though single readings can be large or run the other way; tested in mouse RAW 264.7 cells; note: potency is the fitted concentration of half-maximal effect; nearly all actives have a fitted effect of over 55% in size
# GALK inh: qHTS Assay for Inhibitors of Human Galactokinase (GALK); P51570; Purified GALK, Kinase-Glo residual ATP luminescence; Potency, µM (top dose mostly 57.5 µM), inactives show at the highest dose activity change, negative = inhibition, actives largely listed as inhibitors; hit rate 0.007% among 270,000; note: potency is the fitted concentration of half-maximal effect
#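 The enzyme phosphorylates galactose (100 uM) using ATP (35 uM); inhibition is detected as higher residual ATP, quantified by bioluminescence after 1 h reaction at room temperature, pH 8.0.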
# KCNH2 WT inh: qHTS for Inhibitors of KCHN2 3.1: Wildtype qHTS | Voltage-gated inwardly rectifying potassium channel KCNH2 (Homo sapiens), Q12809 | AID 720551, 2013 | U2OS, BacMam KCNH2, thallium flux FluxOr; hits give low values | hit rate 0.37% among 340,000 | activity change, % at 1.84 µM;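 active = maximum activity change below -70%; inconclusive = maximum activity change between -70% and -50%; inactive = maximum activity change above -50%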
#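 U2OS cells transduced with wild-type KCNH2 virus are loaded with FluxOr dye for 45 min, and thallium flux is measured in kinetic reads before and after stimulation buffer. Rate constants are normalized to DMSO controls.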
# Coupling enz: qHTS Assay for Inhibitors of Fructose-1,6-bisphosphate Aldolase from Giardia Lamblia: Coupling assay counterscreen; hit rate 0.67% among 290,000; coupling enzyme system counterscreen, AmpLite Red fluorescence; activity change, negative = inhibition, % at 58.2 µM, hits read low; in the data active = activity change below about -30%
#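 Final compound at 57.5 uM, incubated 10 min at RT with coupling enzyme reagent (glyceraldehyde-3-phosphate), then 20 min with substrate and AmpLite Red detection. Fluorescence read at 525/598 nm; tests interference with the coupling assay, not aldolase inhibition.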
# B2AR arrestin: qHTS assay of beta-arrestin-biased ligands of beta2-adrenergic receptor; AID 492947, 2010; beta-arrestin recruitment to beta2AR, cell-based reporter; hit rate 0.02% among 330,000; Potency, µM (titrated, usually from 46.1 µM), for the others: at the top dose activation, most hits filed as activators;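 note: potency is the fitted concentration of half-maximal effect; 0% = DMSO controls and full agonism = EC100 isoproterenol or metaproterenol; nearly all actives have a fitted effect of over 65% in size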
# Target sequence (P07550 whole entry, looked up): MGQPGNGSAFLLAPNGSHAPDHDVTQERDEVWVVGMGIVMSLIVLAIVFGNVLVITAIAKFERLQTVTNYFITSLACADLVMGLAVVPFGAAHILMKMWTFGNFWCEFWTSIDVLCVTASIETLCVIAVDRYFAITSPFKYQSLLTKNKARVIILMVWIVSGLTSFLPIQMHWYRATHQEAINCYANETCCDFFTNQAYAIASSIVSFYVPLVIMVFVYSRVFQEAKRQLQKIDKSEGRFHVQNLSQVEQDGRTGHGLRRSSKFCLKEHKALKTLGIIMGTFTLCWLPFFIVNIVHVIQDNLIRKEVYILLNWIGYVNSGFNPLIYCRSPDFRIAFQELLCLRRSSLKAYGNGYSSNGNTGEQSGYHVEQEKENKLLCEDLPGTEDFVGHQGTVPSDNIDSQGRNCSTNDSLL
# KCNH2 3.1 inh: qHTS for Inhibitors of KCHN2 3.1: Mutant qHTS | U2OS KCNH2 3.1, thallium flux FluxOr; hits give low values | AID 720553, 2013 | Potassium voltage-gated channel subfamily H member 2, brain isoform KCNH2 3.1 (human) | activity change, % (tested at about 1.8 µM) | hit rate 0.95% among 340,000;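 active = maximum activity change below -70%; inconclusive = maximum activity change from -70% to -50%; inactive = maximum activity change above -50%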;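 note: thallium influx rate constant from kinetic fluorescence after stimulation buffer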
#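 Kinetic fluorescence (2 min after stimulation buffer) measures Tl+ influx through KCNH2 3.1 expressed by viral transduction in U2OS cells; the rate constant is normalized against DMSO controls serving as positive and negative references.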
# Eya2 inh: qHTS Assay for Inhibitors of the Phosphatase Activity of Eya2 | Protein phosphatase EYA2 (Homo sapiens), O00167 | recombinant Eya2, OMFP fluorescence dephosphorylation (OMFP is methylfluorescein phosphate) | Potency, µM (doses to about 76.9 µM), inactives show top-dose activity, negative = inhibition, hits mostly inhibitors | hit rate 0.006% among 330,000 | AID 488837, 2010; note: potency is the fitted concentration of half-maximal effect
#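 Eya2 protein (added as 0.2 uM solution) was preincubated with compound for 10 min at ambient temperature in 50 mM HEPES pH 7.5, 50 mM NaCl, 5 uM MgCl2, 0.05% BSA, 1 mM DTT. OMFP (added at 50 uM) then reacted 10 min; fluorescence read at 485/525 nm.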
# An asterisk follows results filed as active; ? = inconclusive; . = not tested or not shown; [ ] = remark or other dose. Unless noted, calls come from the whole dose curve; as a rule, active = well fitted curve in the direction sought with a large enough effect; inconclusive = small, poorly fitted or top-dose-only effect, or another doubt; inactive = no such curve, though single readings can be large; an effect the other way counts as inactive or inconclusive. Unless noted, % is set by controls: 0 for no effect and ±100 for the full control effect.
SMILES,USP2a inh,PKM2 activator,Giardia killer,BCR signal inh,uPA surface inh,GALK inh,KCNH2 WT inh,Coupling enz,B2AR arrestin,KCNH2 3.1 inh,Eya2 inh
O=C(NC1CCN(Cc2ccccc2)CC1)C1CCN(S(=O)(=O)c2cccc3nsnc23)CC1,0.3%,-5.0%,24.6,1.1%,1.8%,0.8%,24.9,1.9,-0.4%,10.0,15.4%
COC(=O)Cc1c(C)nc2nc(NCc3c(F)cccc3Cl)[nH]n2c1=O,3.1%,-1.0%,4.8,3.5%,-3.3%,4.4%,-6.9,5.5,0.4%,13.7,-2.9%
N#CC(Cc1ccccc1OC(F)F)c1nc2ccccc2[nH]1 (configuration not stated),1.1%,0.7%,-2.1,2.7%,0.3%,-3.9%,7.6,1.3,-2.0%,-8.1,-3.5%
Nc1c(Cl)ncnc1NCCc1ccc(O)cc1,-1.6%,-1.1%,23.2,-2.4%,-5.3%,2.6%,-1.8,3.9,0.2%,-47.2,1.5%
COc1cc(/C=C(\C#N)c2nc3ccccc3[nH]2)cc(Br)c1OCc1ccccc1,3.4%,3.5%,-6.3,1.1%,5.4%,.,0.3,-4.8,-0.5%,-12.6,-0.1%
Cc1ccc(-c2cc(C#N)c(=O)n(Cc3c(Cl)cccc3Cl)c2)cc1,1.0%,-0.4%,-9.4,-2.1%,.,3.8%,0.5,4.1,0.4%,0.7,-2.6%
Cc1cccc(C(=O)O/N=C(\N)Cc2ccc([N+](=O)[O-])cc2)c1,2.7%,0.7%,-9.2,-6.6%,-5.4%,-0.2%,7.6,-1.3,0.3%,-12.8,16.7%
CCC(=O)N(CC)c1nc(-c2ccc(OC)cc2)cs1,-3.4%,-1.0%,-4.7,?,0.2%,2.8%,-0.5,-2.6,5.6%,-5.1,-14.4%
COc1ccc([N+](=O)[O-])cc1NC(=O)C(C)Sc1ccccc1 (configuration not stated),2.5%,1.5%,16.2,6.6%,-2.8%,2.5%,-2.9,-0.6,0.0%,4.1,-8.4%
COc1ccc(C=O)c2[nH]c3c(Cl)ncnc3c12,3.1%,.,0.7,-15.5%,-15.8%,-1.1%,-3.3,-0.8,3.2%,-1.8,-4.9%
O=C(NC1CCCC1)C(c1ccc(O)cc1)N(CC1CCCO1)C(=O)C1COc2ccccc2O1 (configuration not stated),-0.7%,-2.4%,-8.4,2.5%,-7.0%,-1.0%,-15.6,-1.5,-0.5%,-17.9,-9.5%
Cc1ccc(S(=O)(=O)Nc2cc(C)on2)cc1,-1.0%,-1.0%,10.6,17.0%,-0.4%,1.7%,5.0,0.9,-0.4%,9.9,5.2%
O=C(c1ccccc1)c1ccc2c(c1)OCCOCCOCCOCCO2,1.4%,-8.4%,-9.4,?,11.3%,-1.8%,-0.2,-0.7,4.4%,29.4,-0.4%
CC(=O)c1ccc(NC(=O)CC(C)S(=O)(=O)c2ccc3c(c2)CCN3C(C)=O)cc1 (configuration not stated),1.7%,.,-1.7,-7.0%,-1.2%,5.7%,-13.7,.,-0.2%,8.3,-2.4%
Cc1ccc(NC2CCCN(C(=O)CCc3ccncc3)C2)cc1C (configuration not stated),2.2%,-4.2%,7.1,11.2%,2.3%,6.5%,5.0,.,0.1%,-5.6,-7.4%
CNC(=O)c1ccc(S(=O)(=O)c2ccc(Cl)cc2)c(NC(C)=O)c1,2.0%,.,-14.6,-0.5%,-27.4%,-2.0%,2.6,-0.7,-0.9%,-14.9,-12.9%
Cc1ccc2oc(=O)n(CCOc3ccccc3Cl)c2c1,1.5%,3.9%,-20.2,-11.0%,-16.1%,1.8%,8.5,4.0,-0.3%,2.2,1.3%
COc1ccc(/C(O)=C2/C(=O)C(=O)N(CCN(C)C)C2c2ccccc2)cc1Cl (configuration not stated),-2.2%,-8.4%,4.2,-5.3%,12.5%,-2.1%,-5.8,12.8,0.0%,-1.9,-8.8%
O=C(NCc1ccco1)c1c[nH]c2ccc(S(=O)(=O)N3CCOCC3)cc2c1=O,-0.2%,5.1%,-6.1,2.0%,4.1%,0.0%,12.0,3.9,-2.1%,.,-25.0%
NC(=O)c1c(NC(=O)c2ccccc2F)sc2c1CCCC2,-4.1%,1.6%,3.1,4.0%,-3.1%,0.0%,-3.5,-5.9,-0.3%,-30.0,-10.6%
Cc1cc2c(c(Sc3ccccc3)n1)C(=O)OC2,0.6%,-10.7%,10.7,-8.9%,2.4%,4.0%,-4.9,-1.4,-0.3%,-4.3,8.9%
COC(=O)c1sc(S(=O)(=O)N2CCC(C(N)=O)CC2)c(C(=O)OC)c1C,1.7%,-11.7%,-9.0,-16.4%,-0.8%,-2.3%,-10.5,6.5,0.2%,6.9,11.2%
COc1cc2c(cc1NC(=O)c1ccccc1F)CCCC2,1.0%,-5.3%,?,5.3%,-7.0%,0.1%,2.1,-1.3,-0.6%,3.1,-6.5%
O=C(O)C1(Cc2nc3ccccc3[nH]2)CCCC1,0.0%,.,-24.8,1.0%,0.2%,3.1%,-4.5,-0.2,-0.2%,-19.5,10.2%
O=C(Nc1csc([N+](=O)[O-])c1)Nc1c(Cl)cccc1Cl,1.7%,2.2%,?,-1.0%,?,-2.9%,1.5,-2.5,-0.2%,-11.0,-6.2%
CCOC(=O)c1ccc(NC(=O)N2CCCCCC2)cc1,1.4%,-0.1%,-17.2,1.6%,-5.2%,-3.2%,-2.8,2.3,0.1%,.,-2.8%
COc1ccccc1NC(=O)c1ccccc1N(Cc1ccccc1)S(C)(=O)=O,1.9%,-13.0%,-19.5,0.0%,6.6%,2.0%,-214.7*,0.0,-0.8%,14.2,-0.1%
CS(=O)(=O)N(Cc1ccc(Cl)cc1)c1ccc(C(=O)N/N=C/c2cc3ccccc3nc2Cl)cc1,-4.6%,0.0%,-1.5,-1.1%,-1.8%,1.4%,2.7,4.1,-2.7%,-3.1,4.0%
COc1ccc(OCC(O)Cn2c(Nc3ccccc3)nc3c2c(=O)n(C)c(=O)n3C)cc1 (configuration not stated),0.2%,-2.7%,1.4,-0.1%,3.4%,1.8%,-0.7,-0.1,-0.5%,.,-9.5%[15.4 µM]
CCOC(=O)CSc1ccc2nnc(CCNS(=O)(=O)c3ccccc3)n2n1,1.0%,-3.7%,-4.5,8.7%,1.7%,2.8%,.,2.0,-0.1%,-30.6,2.3%
CSc1nnc(NC(=O)CCc2ccccc2)s1,3.2%,3.5%,-25.1,?,.,-3.8%,14.4,1.4,-1.6%,6.3,-15.8%
CS(=O)(=O)N1CCN(c2ccc([N+](=O)[O-])c(N3CCOCC3)c2)CC1,3.2%,-0.9%,2.4,1.8%,2.2%,3.0%,9.0,-0.5,-0.4%,-4.4,-10.2%
CCS(=O)(=O)c1nc(S(=O)(=O)c2ccc(C)cc2)c(N2CCN(C)CC2)s1,2.4%,.,3.7,-1.9%,-3.5%,0.7%,-6.1,.,-0.1%,5.2,-4.4%
Cc1ccc(NC(=O)COC(=O)c2ccc(CN3CCCC3=O)cc2)c(Cl)c1,1.2%,.,-6.8,-5.6%,-1.2%,.,-8.7,.,-0.1%,-11.1,-2.8%
O=C(NCc1ccco1)C1CCCCN1S(=O)(=O)c1ccc(F)cc1 (configuration not stated),-0.6%,-0.3%,14.4,-1.4%,0.9%,0.1%,-0.9,2.7,-0.2%,-23.3,0.0%
CC1CCC2(CC1)NC(=O)N(CC(=O)NC1CCCCC1C)C2=O (configuration not stated),1.6%,.,-6.9,0.7%,-12.9%,.,-4.4,.,-0.6%,17.1,10.0%
COc1cc(C(=O)Nc2nc(OC)c(-c3ccccc3)c(OC)n2)cc(OC)c1OC,3.5%,2.5%,0.0,?,10.5%,1.7%,0.1,-0.5,0.4%,-8.7,-3.5%
COc1ccc(C)c(-n2c(N)cc(=O)n(Cc3ccccc3)c2=O)c1,0.6%,-1.3%,4.8,?,16.2%,6.7%,-10.3,0.5,0.3%,-81.6*,1.2%
